# Screening data from PubChem BioAssay.
# S2 tox – viability counter-screen for ATXN expression inhibitors; S2 cells (HEK-293 line with an ATXN2-luciferase reporter) viability, CellTiter-Fluor protease fluorescence, 24 h; Potency, µM (doses to about 56.7 µM), most hits filed as cytotoxic; hit rate 0.49% among 400,000; active = well fitted cell-killing curve with a large enough effect; inconclusive = small, poorly fitted or top-dose-only effect, or effect the other way; inactive = no such curve, though single readings can be large or run the other way; note: nearly all actives have a fitted effect of over 40% in size
# Calls only; i = inactive; ? = inconclusive. Potency is the fitted concentration of half-maximal effect. An excerpt; the hit share may differ from the screen's.
SMILES,S2 tox
COc1cc(O)ccc1CN1CCc2nnc(C(C)NC(=O)c3cc(F)ccc3F)n2CC1 (stereo not drawn),i
COCC(=O)Nc1cc(C(=O)N2CCc3ccccc3C2)c2c(c1)nc(-c1ccncc1)n2C,?
COc1cc(CNc2nc(C)c(-c3ccn(C4Cc5ccccc5C4)n3)s2)cc2c1OCO2,?
COc1ccccc1C(=O)N[C@@H]1c2ccccc2C2(CCN(Cc3ccc4c(c3)OCO4)CC2)[C@H]1O,?
Nc1ccn([C@@H]2CC[C@H](CO)O2)c(=O)n1,i
CNC(=O)Oc1ccc2c(c1)[C@@]1(C)CCN(C)[C@@H]1N2C,i
OC1(c2ccc3c(c2)CN(Cc2nccs2)CCO3)CCN(c2ccccc2F)CC1,i
Clc1cnccn1,i
COc1cc(OC)cc(C(=O)N2CCCC(n3cc(C(=O)NCC(C)C)nn3)C2)c1 (stereo not drawn),i
Cc1cc(-c2ccnc(-n3ncc(C(=O)NCCc4cccnc4)c3C)n2)c(C)s1,i
COc1ccc(OC)c(-c2ccnc(-n3ncc(C(=O)NC(C)(C)CO)c3C3CC3)n2)c1,i
CN(C)C(=O)[C@@H]1C[C@@H](Sc2nc3ccccc3[nH]2)CN1Cc1ccc(Cl)cc1,i
Fc1ccc(N2CCN(Cc3ccc4c(c3)CN(Cc3cccn3-c3ncccn3)CCO4)CC2)cc1,?
COc1cccc(-c2ccnc(-n3ncc(C(=O)NCC(C)(C)CN(C)C)c3C)n2)c1,i
CCOc1ccccc1CN1CCCC(c2nc(C)ncc2-c2ccc(F)cc2)C1 (stereo not drawn),i
CC(C)(CNC(=O)c1cnn(-c2nccc(-c3ccccc3F)n2)c1C1CC1)N1CCOCC1,i
COc1ccccc1N1CCN(c2nc(CNC(=O)C3CCOC(C)(C)C3)nc3ccccc23)CC1 (stereo not drawn),i
COC(=O)[C@@H]1CCCN1Cc1ccc2c(c1)CN(Cc1ccccc1C)CCO2,i
CC(=O)Nc1cc(C(=O)N2CCSCC2)cc2ncn(CCc3ccccn3)c12,i
NCc1ccccc1CC(=O)N[C@@H]1C(=O)N2C(C(=O)O)=C(CSc3nnnn3CC(=O)O)CS[C@H]12,i
CSc1ncccc1C(=O)NCCN1Cc2ccccc2OC(c2ccccc2F)C1 (stereo not drawn),i
COc1cc(=O)n2c(c1C(=O)N(C)Cc1nccs1)CCN(Cc1cccc(F)c1F)CC2,i
O=C(c1cccnc1)C1CCCN(Cc2ccc3c(c2)CN(C(=O)c2cccc(Cl)c2)CCO3)C1 (stereo not drawn),i
COc1ccccc1C(=O)N1CCOc2ccc(C(C)(O)CCn3cccn3)cc2C1 (stereo not drawn),i
C[C@]12CCC3c4ccc(O)cc4CCC3[C@@H]1CCC2=O (stereo partly drawn),i
CO[C@H]1[C@H](NC(=O)c2cccs2)c2ccccc2C12CCN(Cc1cccn1-c1ccccn1)CC2,?
CC(=O)CC(=O)[C@@]1(O)CC[C@@H]2[C@@H]3C=C(C)C4=CC(=O)CC[C@@H]4[C@H]3CC[C@]21C,i
COc1ccc(-c2ccnc(-n3ncc(C(=O)NCc4cccnc4)c3C3CC3)n2)cc1F,?
Cc1cnc(-n2ncc(C(=O)NC(C)(C)CO)c2-c2cccs2)nc1-c1ccc(F)cc1,i
COC(=O)c1cc(CNC(=O)c2cccc(F)c2)cc(NC(=O)c2ccccc2OC)c1,?
Cc1nonc1CN(C)C(=O)C1CC12CCN(C(=O)/C=C/c1cccc(Cl)c1)CC2 (stereo not drawn),i
Cc1ccc(C)c(S(=O)(=O)NCc2nc(N3CCCC3)c3cc(Cl)ccc3n2)c1,i
COc1cccc(CN2CCC3(CC2)c2ccccc2[C@@H](NC(=O)c2ccccc2OC)[C@@H]3O)c1,i
COc1ccc(C(=O)NCCN2Cc3ccccc3OC(c3ccsc3)C2)c(OC)n1 (stereo not drawn),i
COc1cccc(C2(CC(=O)N3CCN(c4ccccc4O)CC3)CC(=O)N(C3CCCC3)C2=O)c1 (stereo not drawn),i
C[C@H](CCC(=O)O)[C@H]1CC[C@@H]2[C@H]3CC[C@H]4C[C@@H](O)CC[C@@]4(C)[C@H]3CC[C@]21C,i
CC(=O)Nc1ccccc1-c1nc(CNC(=O)c2cccc(-n3cccn3)c2)c(C)o1,i
Cc1ncc2c(c1CNC(=O)c1ccc3c(c1)OCO3)CCN(C(=O)/C=C/c1ccccc1Cl)C2,i
CSc1nc(C(=O)N2CCOc3ccc(CN4CCN(Cc5ccccn5)CC4)cc3C2)cs1,i
CN(C)CC(C)(O)c1ccc2c(c1)CN(Cc1cccn1-c1ncccn1)CCO2 (stereo not drawn),i
COCC1CCCN(Cc2ccc3c(c2)CN(C(=O)c2cc(-c4ccccc4)n[nH]2)CCO3)C1 (stereo not drawn),?
Cc1nc2ccccc2nc1CN1CCOc2ccc(C3(O)CCN(c4ccccc4F)CC3)cc2C1,?
COCC(=O)Nc1cc(C(=O)N2CC3CCC2C3)c2c(c1)nc(-c1ccncc1)n2C (stereo not drawn),i
Cc1c(C(=O)NCC2(c3ccccc3)CCOCC2)cnn1-c1nccc(-c2ccco2)n1,i
CC(C)c1nc2cccnc2n1C1CCN(C(=O)Cn2cccn2)CC1,i
CCOC(=O)C1CCCCN1Cc1nc(N2CCN(C(C)=O)CC2)c2ccccc2n1 (stereo not drawn),i
CN[C@@H]1[C@@H](O)[C@@H](O[C@@H]2[C@@H](O)[C@H](OC3OC(CN)=CCC3N)[C@@H](N)C[C@H]2N)OC[C@]1(C)O (stereo partly drawn),i
CCC1C(=O)NCCN1Cc1ccc2c(c1)CN(Cc1ccc(OC)c(OC)c1)CCO2 (stereo not drawn),i
Cc1cnc(-n2ncc(C(=O)N(C)CC3COCCO3)c2C2CC2)nc1-c1cccs1 (stereo not drawn),i
Cc1nc2cc(NC(=O)[C@@H]3C[C@@H](Sc4ccccn4)CN3Cc3ccccc3C)ccc2s1,i
COc1ccc(CCNc2ncnc3sc(C(=O)N4CCCC4)c(C)c23)cc1OC,i
Cc1c(C(=O)N2CCCC(C)C2)sc2ncnc(NCCN3CCCCC3)c12 (stereo not drawn),i
COc1cc(Cl)c(CN2CCOc3ccc(CN4CCCCC4CO)cc3C2)cc1OC (stereo not drawn),i
COC(=O)C1CCCCN1Cc1ccc2c(c1)CN(Cc1cnn(-c3ccccc3)c1)CCO2 (stereo not drawn),i
Oc1cc(-c2nc3ccccc3s2)cc2c1OCCN(Cc1cccn1-c1ncccn1)C2,i
Cc1cc(C(=O)Nc2ccccc2-c2nc(CNC(=O)C3COc4ccccc4O3)c(C)o2)c(C)o1 (stereo not drawn),i
Cc1c(C(=O)NCCCc2ccncc2)cnn1-c1ncc2c(n1)-c1ccccc1CC2,i
CCCCCCCCCCCCCCCCCCOP(=O)([O-])OC1CC[N+](C)(C)CC1,i
Cc1ccn(CCC(=O)NCC2Cc3cc(Cl)cc(-c4ccc5[nH]ccc5c4)c3O2)n1 (stereo not drawn),?
C#C[C@@]1(OC(C)=O)CC[C@@H]2[C@@H]3CCC4=C[C@@H](OC(C)=O)CC[C@H]4[C@H]3CC[C@]21C,i
# Later entries.
SMILES,S2 tox
CCCC[C@H](CC)CN=C(N)NC(N)=NCCCCCCN=C(N)NC(N)=NC[C@@H](CC)CCCC,?
CC(=O)Nc1ccccc1-c1nc(CNC(=O)c2ccc(-n3cccn3)cc2)c(C)o1,i
Cc1cc(S(=O)(=O)NCc2nc(N3CCCC3)c3cc(Cl)ccc3n2)c(C)s1,i
C=CS(=O)(=O)O,i
Cc1ccc2nc(SCC(=O)N3CCC4(CC3)CC4C(=O)Nc3ccc(F)c(F)c3)[nH]c2c1 (stereo not drawn),i
Fc1ccc(N2CCN(Cc3ccc4c(c3)CN(Cc3cccn3-c3cccnc3)CCO4)CC2)cc1,?
C[C@H](/C=C/[C@H](C)C(C)(C)O)[C@H]1CC[C@H]2/C(=C/C=C3C[C@@H](O)C[C@H](O)C3)CCC[C@]12C,?
CC(C)C(NC(=O)c1ccccn1)c1nnc2n1CCN(Cc1ccc3ccccc3c1)CC2 (stereo not drawn),i
O=C(NCc1nnc2n1CCN(Cc1cc3c(cc1Cl)OCO3)CC2)C1CCOC1 (stereo not drawn),i
CCC1C(=O)NCCN1Cc1ccc2c(c1)CN(Cc1cc(OC)ccc1OC)CCO2 (stereo not drawn),i
Cc1ncc2c(c1CNC(=O)c1cncs1)CCN(C(=O)c1ccsc1)C2,i
C[C@@]1(O)CCOC(=O)C1,i
COc1ccccc1C(=O)N[C@@H]1c2ccccc2C2(CCN(Cc3nccs3)CC2)[C@H]1OC,i
COCC(=O)Nc1cc(C(=O)N2CCN(C3CCCC3)C(=O)C2)c2c(c1)nc(-c1ccncc1)n2C,i
CC(C)c1ccc(CN2CCC3(CCC(CNC(=O)c4ccn(C)n4)O3)CC2)cc1 (stereo not drawn),i

# 3 structures already listed, arranged by SMILES length, highest first.
SMILES,S2 tox
Fc1ccc(N2CCN(Cc3ccc4c(c3)CN(Cc3cccn3-c3cccnc3)CCO4)CC2)cc1,?
CC(C)c1ccc(CN2CCC3(CCC(CNC(=O)c4ccn(C)n4)O3)CC2)cc1 (stereo not drawn),i
C[C@@]1(O)CCOC(=O)C1,i

# Rewritten as labelled records: entries from further up.
> COCC(=O)Nc1cc(C(=O)N2CCc3ccccc3C2)c2c(c1)nc(-c1ccncc1)n2C
  S2 tox: ?

> Cc1nc2ccccc2nc1CN1CCOc2ccc(C3(O)CCN(c4ccccc4F)CC3)cc2C1
  S2 tox: ?

> Cc1c(C(=O)NCC2(c3ccccc3)CCOCC2)cnn1-c1nccc(-c2ccco2)n1
  S2 tox: i

> C#C[C@@]1(OC(C)=O)CC[C@@H]2[C@@H]3CCC4=C[C@@H](OC(C)=O)CC[C@H]4[C@H]3CC[C@]21C
  S2 tox: i

# (listing goes on)
SMILES,S2 tox
CCN1CCC(N[C@H]2C[C@@H](C(=O)NC)N(Cc3cccc4ccccc34)C2)CC1,i
O=C(NCC1Cc2cc(F)cc(-c3cccnc3)c2O1)c1cnn(-c2ccccc2)c1 (stereo not drawn),i
CN(Cc1ccco1)C(=O)c1cc(NC(=O)C2CCC2)c2c(c1)nc(-c1ccncc1)n2C,i
CC1=C(\C=C/C(C)=C/C=C\C(C)=C\C(=O)O)C(C)(C)CCC1,i
CC(NC(=O)c1ccco1)c1nnc2n1CCN(Cc1ccc(N(C)C)cc1)CC2 (stereo not drawn),i
COc1ccccc1-c1ccnc(-n2ncc(C(=O)N(C)C(C)c3nc(C)cs3)c2C2CC2)n1 (stereo not drawn),i
Cc1cc(C)c(CN2CCC3(CCC(CNC(=O)c4ccn(C)n4)O3)CC2)cc1C (stereo not drawn),i
COc1ccc(CN2CCC3(CC2)c2ccccc2[C@@H](NC(=O)c2ccccc2)[C@@H]3O)cc1O,?
COc1c(O[C@@H]2O[C@H](CO)[C@@H](O)[C@H](O)[C@H]2O)cc2c(c1OC)-c1ccc(SC)c(=O)cc1[C@@H](NC(C)=O)CC2,i
C[C@@H]1CN(Cc2ccc3c(c2)CN(Cc2cccn2-c2ccccn2)CCO3)C[C@H](C)O1,i
C[C@@H]1CN(Cc2ccc3c(c2)CN(Cc2cccc(O)c2)CCO3)C[C@H](C)O1,i
CC(=O)N1CCC[C@H]1C(=O)NCC1Cc2cc(-c3cnccn3)cc(Cl)c2O1 (stereo partly drawn),i
COc1cc(CN2CCCC(n3cc(C(=O)N4CCCCC4)nn3)C2)cc(OC)c1 (stereo not drawn),i
COc1cc(C)c(CN2CCC3(CCC(CNC(=O)c4ccnn4C)O3)CC2)cc1C (stereo not drawn),i
NCCC(=O)[N-][C@@H](Cc1cnc[nH]1)C(=O)O.[Zn],i
COc1cc(/C=C\C(=O)N2CCC=CC2=O)cc(OC)c1OC,?
Cn1c(SCC2CCCO2)nnc1C1CCN(Cc2ccccc2O)CC1 (stereo not drawn),i
COC(=O)[C@@H]1C[C@@H](NC(=O)c2ccc(C(F)(F)F)cc2)CN1Cc1cccc(O)c1,i
O=C(CCn1cncn1)NCC1Cc2cc(-c3ccsc3)cc(Cl)c2O1 (stereo not drawn),i
COc1cc(C)c(CN2CCc3nnc(C(C)NC(=O)c4cc(F)ccc4F)n3CC2)cc1C (stereo not drawn),i
COc1cc(CN2CCC3(CCC(CNC(=O)c4cc(C)nn4C)O3)CC2)ccc1F (stereo not drawn),i
COc1cc(CN2CCOc3ccc(C(O)c4cccnc4)cc3C2)cc(OC)c1 (stereo not drawn),i
COc1cc(CNC(=O)CCCC/C=C\C(C)C)ccc1O,i
COc1ccc(C(=O)NCc2nc(-c3ccccc3NC(=O)c3cc(C)oc3C)oc2C)cc1F,i
Cc1ccc(C(=O)Nc2cccc(-c3nc(CNC(=O)C4CCCCC4)c(C)o3)c2)s1,i
C[C@@H]1CN(Cc2ccc3c(c2)CN(C(=O)c2ccc(Oc4ccccc4)o2)CCO3)C[C@H](C)O1,i
CC(C)(O/N=C(\C(=O)N[C@@H]1C(=O)N2C(C(=O)[O-])=C(C[n+]3ccccc3)CS[C@H]12)c1csc(N)n1)C(=O)O,i
Cc1cccc(CN2C[C@H](Sc3ccccn3)C[C@H]2C(=O)Nc2ccc3sc(C)nc3c2)c1,i
COc1cc(-c2c(OC)cccc2OC)cc2c1OCCN(C(=O)CCn1nc(C)cc1C)C2,i
COc1ccc(OC)c(CN2CCCC(n3cc(C(=O)N4CCCCC4)nn3)C2)c1 (stereo not drawn),i
